CHOP inh: inhibitors of CHOP promoter induction, primary screen, cell-based, unfolded protein response, luciferase reporter; CHO-K1 CHOP-promoter luciferase, tunicamycin-induced, 15-18 h; inhibition, % at 10 µM; hit rate 3.8% among 220,000; AID 2732, 2010;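 active = compounds that reduced the stress-induced luciferase reporter signal by more than about 70% of percent inhibition, limit read from the data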;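 also: 0% = tunicamycin plus vehicle and 100% = wells without tunicamycin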
EBV gp42 block: Epstein-Barr virus gp42 inhibitors, primary screen, biochemical, uHTS, fluorescence polarization; Fluorescence polarization binding assay, mP read-out; Glycoprotein 42 (Epstein-Barr virus (strain AG876)), Q1HVG2; inhibition, % (tested at 21.74 µM); hit rate 0.42% among 220,000; in the data active = inhibition above about 50%
Target sequence (Q1HVG2 whole entry, looked up): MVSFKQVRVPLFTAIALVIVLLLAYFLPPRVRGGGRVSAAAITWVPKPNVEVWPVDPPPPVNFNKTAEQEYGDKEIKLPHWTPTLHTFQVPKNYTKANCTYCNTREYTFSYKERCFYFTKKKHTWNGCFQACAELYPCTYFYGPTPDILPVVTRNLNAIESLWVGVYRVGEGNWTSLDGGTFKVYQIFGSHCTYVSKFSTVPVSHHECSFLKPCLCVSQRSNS
MDM2 E3 inh: MDM2-luciferase reporter signal enhancers, primary screen, MDM2 E3 ligase inhibitor project, cell-based, luminescence, 1536-well; E3 ubiquitin-protein ligase Mdm2 (Homo sapiens), Q00987; cell-based MDM2 ubiquitination luciferase reporter, 2 h; 0 = plate control, 100 = twice control, blank-subtracted; signal enhancement, % at 5 µM; hit rate 0.11% among 210,000; AID 1230, 2008;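 active = signal enhancement of 30% or more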;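 also: luminescence tracks abundance of the self-degrading MDM2-luciferase fusion protein; higher signal means inhibition of MDM2 E3 ligase activity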
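Material: stable MDM2–luciferase fusion reporter cells / Quantity: 2000 cells/well / Dosing: single 5 µM compound dose, 0.2% final DMSO / Buffer or medium: DMEM / Schedule: 4 h cell settling then 2 h compound exposure, 37 °C / Detection: luminescence with SteadyLite reagent, 15 min at room temperature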
PPC-1+TRAIL kill: compounds killing PPC-1 cancer cells with TRAIL present, primary screen, TRAIL potentiator project, ATPLite luminescence, uHTS; PPC-1 cells + TRAIL, ATPLite viability luminescence; cell killing (% activity), % at 4 µM; hit rate 0.41% among 220,000;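 active = cell killing above 50% in the first pass at 4 µM, then a duplicate retest at 5 µM averaging 50% or more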;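 also: plate controls were cells with TRAIL plus DMSO for no effect and medium-only wells lacking cells for full effect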
TRPML3 ag: human TRPML3 channel agonists, primary screen, cell-based, HEK293 TRPML3-YFP, Fluo-8 calcium fluorescence, 3 µM. 100% = the carbachol control signal. activation, % at 3 µM. hit rate 0.29% among 220,000;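 active = activation above its plate's cutoff, the mean activation of the plate's test wells plus 3 SD, cut at about 12% in these data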;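 also: 0% = DMSO only wells and 100% = carbachol wells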
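Test system – HEK293 line with stable expression of human TRPML3-YFP channel · Control set – carbachol 87 µM final as high control (100%), DMSO as low control (0%) · Signal – Fluo-8 calcium dye fluorescence, ex 470-495, em 515-575 nm · Incubation – 1-h 37 °C dye load, 5-s basal, 120-s post-compound reads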
TNF death inh: inhibitors of TNF-alpha triggered necroptosis, primary screen, cell-based, Jurkat FADD-/-, single concentration; Jurkat FADD-/- TNF necroptosis rescue, ATP luminescence, 24 h; 0 = TNF only, 100 = no-TNF cells; activation (protection from cell death), % at 10 µM; hit rate 0.068% among 220,000;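 active = activation, meaning protection from cell death, of at least 50% relative to plate controls; inactive = activation below 50%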;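 also: necroptosis triggered by 40 ng/mL TNF-alpha added together with compound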
Runt-SMMHC FRET: inhibitors of RUNX1 Runt–CBFb-SMMHC binding, primary screen, biochemical, FRET, Cerulean-Runt, Venus-CBFb-SMMHC, uHTS; Runt-related transcription factor 1 (Homo sapiens) + Core-binding factor subunit beta …; Cerulean-Runt/Venus-CBFb-SMMHC FRET ratio 530/480, 1 h; inhibition, % at 20 µM; hit rate 0.74% among 220,000;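 active = mean inhibition across duplicate retests at 20 µM reaching about 50%, limit read from the data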;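 also: 0% = DMSO wells and 100% = wells with excess untagged CBFb-SMMHC; inhibitors lower the FRET ratio by blocking Runt binding to CBFb-SMMHC; some results filed as inactive read as strong as hits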
Target sequence (Q01196 whole entry, looked up): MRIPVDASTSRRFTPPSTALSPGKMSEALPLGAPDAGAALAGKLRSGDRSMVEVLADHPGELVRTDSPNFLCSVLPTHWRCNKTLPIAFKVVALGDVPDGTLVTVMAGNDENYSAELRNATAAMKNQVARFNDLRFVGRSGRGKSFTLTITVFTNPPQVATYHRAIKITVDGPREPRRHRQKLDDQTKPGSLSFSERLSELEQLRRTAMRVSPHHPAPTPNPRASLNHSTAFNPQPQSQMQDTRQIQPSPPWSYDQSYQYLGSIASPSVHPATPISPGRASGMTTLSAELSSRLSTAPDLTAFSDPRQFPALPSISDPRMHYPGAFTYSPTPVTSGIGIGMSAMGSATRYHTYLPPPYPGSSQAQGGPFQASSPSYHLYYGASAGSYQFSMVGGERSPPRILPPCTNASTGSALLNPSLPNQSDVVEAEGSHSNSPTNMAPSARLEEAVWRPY
Target sequence (Q13951 whole entry, looked up): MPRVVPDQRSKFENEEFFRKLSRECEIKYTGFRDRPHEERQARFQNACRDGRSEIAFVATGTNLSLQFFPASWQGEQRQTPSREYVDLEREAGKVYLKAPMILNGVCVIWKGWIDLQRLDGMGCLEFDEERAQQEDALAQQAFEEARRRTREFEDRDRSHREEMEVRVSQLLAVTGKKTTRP
p47phox inh: p47phox/p22phox peptide binding inhibitors, primary screen, biochemical, uHTS, NADPH oxidase regulatory subunit. hit rate 0.53% among 220,000. fluorescence polarization, 2 h. inhibition, % at 24.7 µM;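 active = inhibition above about 30%, limit read from the data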;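 also: 0% = p47phox with labelled peptide and 100% = labelled peptide alone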
zfTRPN1 agonist: zebrafish TRPN1 channel agonists, primary screen, cell-based, HEK293, calcium fluorescence; HEK293 zebrafish TRPN1-YFP, Fluo-8 calcium fluorescence; 100% = response to 87 µM carbachol; hit rate 0.18% among 220,000; transient receptor potential cation channel N1 (TRPN1/NompC), Danio rerio; activation, % at 3 µM;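 active = activation above its plate's cutoff, the mean activation of test wells on that plate plus 3 SD, cut at about 19% in these data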;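 also: 0% = DMSO alone and 100% = 87 µM carbachol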
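Assay system: Zebrafish TRPN1-YFP in HEK293 cells | Incubation: Dye loading 1 h at 37 °C, then 30 min room temperature | Measured by: Kinetic Fluo-8 fluorescence, ex 470-495, em 515-575 nm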
Starred values were filed as active, the others as inactive; nt = not tested or not shown; [ ] = dose if it differs, or a comment.

SMILES	CHOP inh	EBV gp42 block	MDM2 E3 inh	PPC-1+TRAIL kill	TRPML3 ag	TNF death inh	Runt-SMMHC FRET	p47phox inh	zfTRPN1 agonist
Cc1cccc(C)c1OCCCCc1c(C)n[nH]c1C	86*	-14	-6	-14	-1.0	-1.0	-2	-3	-1.3
CSc1nc(N(C)C)nc(N2CC(=O)N(CCNS(=O)(=O)c3ccc(C)cc3)C2=N)n1	-14	-10	2	1	0.8	-0.2	1	-15	0.0
Cc1cc(C)c(C(=O)Nc2ccc(C)c(C)c2)c(CC(C)(C)C(=O)O)c1	1	-14	-7	6	1.2	4.2	-2	-4	-0.5
O=C1CC(c2ccccc2)n2nc(N3C(=O)c4ccccc4C3=O)nc2N1 (centres undefined)	3	-25	-4	5	1.5	-0.1	-1	-14	0.8
O=C(Nc1nnc(-c2ccc(F)cc2)o1)c1cccc([N+](=O)[O-])c1	14	-1	-1	25	1.1	-6.6	-2	-18	0.3
COc1cc(-c2nc3cnccn3c2Nc2ccc(C)cc2)ccc1O	-11	-5	-2	8	0.4	-11	6	-15	-0.6
Cc1ccc(F)cc1NC(=O)N1c2ccccc2NC(=O)CC1C (centres undefined)	-2	-11	-19	-3	1.2	0.3	-1	1	-0.9
O=C1C(Nc2cccc(O)c2)=C(N2CCCCC2)C(=O)c2ccccc21	-19	-28	-14	6	1.8	-14	-4	5	0.4
CCc1ccc(NC(=O)C2CC=CCC2C(=O)O)cc1 (centres undefined)	5	-12	-15	-12	0.5	0.5	2	-9	-0.5
O=C(Nc1ccc2c(c1)OCCO2)c1ccc(Cl)c([N+](=O)[O-])c1	-5	9	0	20	1.2	0.4	0	3	3.9
CC(/C=C/c1ccccc1)=N\Nc1nc(-c2ccccc2)cs1	16	-10	1	15	0.1	-2.9	-13	-12	0.0
COC(=O)C(C)Sc1n[nH]c(=S)s1 (centres undefined)	4	-21	-6	8	1.8	0.3	0	0	-0.1
N#Cc1ccc(C(=O)CSc2nnc(-c3ccc(C(F)(F)F)cn3)s2)cc1	15	-23	-15	6	0.7	-1.4	1	-21	0.4
CCn1c(SCC(=O)N2CCCCC2)nc2c(c1=O)SC(C)C2 (centres undefined)	-38	5	-5	-5	-0.4	-0.3	-2	3	0.5
Cc1nn(C(C)c2n[nH]c(=S)n2-c2ccc(F)cc2)c(C)c1[N+](=O)[O-] (centres undefined)	24	-15	4	1	-0.4	-2.3	0	-9	0.1
CCc1nc2sccc2c(=O)[nH]1	-24	-11	-92	-9	0.2	-0.2	-1	-5	0.6
CCCCCCCCCS(=O)(=O)Nc1cc(C)ccn1	-1	6	7	14	0.5	1.1	-2	0	4.0
O=C(O)c1ncn(Cc2ccc(Br)cc2)c1C(=O)O	-6	-6	-12	12	1.3	0.3	1	1	0.3
CCOc1ncccc1C(=O)N1CCCSC1=Nc1ccccc1OC	17	-6	-8	-1	0.3	0.1	1	-12	0.4
Cc1cccc(NC(=S)N(CCN(C)C)Cc2cccs2)c1	5	-3	-11	20	0.6	0.7	3	-5	-0.6
CCCC(O)(CCN1CCOCC1)c1ccc(Cl)cc1 (centres undefined)	0	-10	nt	8	0.5	-0.1	0	-11	-0.2
COC(=O)CN=C1OC(=O)N2C(=O)C3=C4[C@@H](C[C@H]5C(=O)N(c6ccccc6)C(=O)[C@H]5[C@H]4[C@@]12Cc1ccccc1)[C@H]1C(=O)N(c2ccccc2)C(=O)[C@H]1[C@H]3C	-14	-13	-13	0	nt	-1.1	-11	-8	nt
Cc1nnc(SC(C)C#N)n1-c1ccccc1 (centres undefined)	-19	-3	-5	-23	-0.1	0.6	4	-6	1.7
COc1cc(/C=N/NC(=O)CN2CCCCC2)ccc1OCc1ccc(Br)cc1	17	-27	4	5	-0.2	8.4	-4	-9	0.1
COc1ccc(N2CCN(C(CNS(=O)(=O)c3cc(F)ccc3F)c3cccnc3)CC2)cc1 (centres undefined)	23	-15	-13	0	0.8	1.0	-1	-11	0.5

5 neighbouring records already listed:
SMILES	CHOP inh	EBV gp42 block	MDM2 E3 inh	PPC-1+TRAIL kill	TRPML3 ag	TNF death inh	Runt-SMMHC FRET	p47phox inh	zfTRPN1 agonist
Cc1cccc(C)c1OCCCCc1c(C)n[nH]c1C	86*	-14	-6	-14	-1.0	-1.0	-2	-3	-1.3
CSc1nc(N(C)C)nc(N2CC(=O)N(CCNS(=O)(=O)c3ccc(C)cc3)C2=N)n1	-14	-10	2	1	0.8	-0.2	1	-15	0.0
Cc1cc(C)c(C(=O)Nc2ccc(C)c(C)c2)c(CC(C)(C)C(=O)O)c1	1	-14	-7	6	1.2	4.2	-2	-4	-0.5
O=C1CC(c2ccccc2)n2nc(N3C(=O)c4ccccc4C3=O)nc2N1 (centres undefined)	3	-25	-4	5	1.5	-0.1	-1	-14	0.8
O=C(Nc1nnc(-c2ccc(F)cc2)o1)c1cccc([N+](=O)[O-])c1	14	-1	-1	25	1.1	-6.6	-2	-18	0.3

Further compounds.
SMILES	CHOP inh	EBV gp42 block	MDM2 E3 inh	PPC-1+TRAIL kill	TRPML3 ag	TNF death inh	Runt-SMMHC FRET	p47phox inh	zfTRPN1 agonist
CCCNC(=O)COC(=O)c1ccc(OCC(=O)Nc2ccccc2OC)c(OC)c1	-4	-9	-8	24	0.9	1.6	0	1	0.7
Cc1nnc(SCC(=O)NCc2ccco2)n1-c1ccccc1	9	-5	nt	23	0.8	0.1	-3	-8	-0.3
CN(C)/C=N/C1=C(C#N)C(c2cccs2)c2ccc3ccccc3c2O1 (centres undefined)	-20	16	-6	17	-0.7	-6.6	-35	-34	0.5
CCCOC(=O)Nc1sc2c(c1C(N)=O)CCCC2	13	-10	-19	8	0.9	0.3	0	-5	1.0
O=C(CSc1nc2ccccc2n1Cc1ccccc1)N/N=C/c1ccco1	54	-2	10	-21	-1.0	-5.8	2	-12	-1.8
O=C(NC(=S)Nc1ccc(N2CCCCC2)cc1)c1ccc2c(c1)OCCO2	44	-28	5	20	0.5	1.1	10	-10	2.0
Cc1cccn2cc(-c3ccccc3)nc12	-36	-8	-38	29	-0.6	-0.8	1	-8	-0.7
CCn1c(C)cc(/C=C2/NC(=O)N(CC(=O)Nc3cccc(C)c3)C2=O)c1C	51	24	-4	-7	0.3	2.7	-6	59*	0.1
O=C(Cc1ccccc1)NN1C(=O)C2C3C=CC(C3)C2C1=O (centres undefined)	-4	1	11	18	0.5	-0.3	4	-2	-0.6
COc1ccc2cc(C3CC(c4ccco4)=NN3S(=O)(=O)c3ccccc3)c(Cl)nc2c1 (centres undefined)	5	-28	12	0	0.3	3.7	-3	-71	1.5
Cc1ccc(-c2c(C(=O)NC(C)C)oc(=O)c3ccccc23)cc1	15	-5	-2	5	-0.6	0.3	2	2	-2.6
COc1ccc(C2N3CC4(C)CN2CC(C)(C3)C4O)cc1 (centres undefined)	26	-4	-7	19	1.2	0.4	-3	-4	0.4
O=C(Oc1cccnc1)c1cc(S(=O)(=O)N2CCOCC2)ccc1Cl	2	-28	-7	6	0.9	-4.3	0	2	-1.2
COCCn1cnc2c(c1=O)c1nc3ccccc3nc1n2/N=C/c1cccc(OC)c1	101*	-2	-7	18	-0.6	-20	0	-30	0.0
CCCn1c(=O)[nH]c(=O)c2c1nc(-c1ccc(OC(F)F)c(OC)c1)n2CCOC	-3	-20	nt	-5	0.0	-1.3	5	2	0.1
Cc1cccc(S(=O)(=O)c2c(C)cc(C)nc2Cl)c1	-9	-2	3	16	0.6	0.3	-3	-9	-1.1
Cc1ccc(C(=O)Nc2cccc(C(F)(F)F)c2)cc1NC(=O)c1csc(-c2ccncc2)n1	-6	-8	-3	8	nt	-0.1	-6	-4	nt
Cc1cccc(N=C2NN=C(c3ccc4c(c3)OCCO4)CS2)c1	40	-14	-12	36[5 µM]	1.1	-9.8	2	-21	-0.2
O=C(NCCc1ccc(Cl)cc1)Nc1ccc(Cl)cc1	-12	-1	-10	7	1.1	6.8	-2	-7	0.3
COc1cc(-c2c(C#N)c(N)nc3c2CCCC3)ccc1O	23	-3	-9	9	-0.9	-2.3	-8	-10	0.2
CCNC(=O)c1sc(=S)n(CC)c1N	5	2	-10	-2	1.3	-2.5	4	-2	1.5
CCOC(=S)N/C(=N\S(=O)(=O)c1ccccc1)c1ccccc1	-4	-11	-5	29	0.7	-0.5	-3	-2	0.6
CCOC(=O)c1ccc(N2C(=O)C(O)=C(C(C)=O)C2c2ccccc2)cc1 (centres undefined)	40	-10	17	34	0.0	0.0	1	11	0.1
COc1ccc(S(=O)(=O)Nc2cccc(F)c2)cc1C	0	5	-5	11	-1.4	5.7	4	-4	-2.4
CCCCNC(=O)OC(C)CNC(=O)Oc1cccc(C)c1 (centres undefined)	22	-9	-4	3	0.5	1.4	0	0	0.8

Other compounds
SMILES	CHOP inh	EBV gp42 block	MDM2 E3 inh	PPC-1+TRAIL kill	TRPML3 ag	TNF death inh	Runt-SMMHC FRET	p47phox inh	zfTRPN1 agonist
CC/C(=C/c1sc2ccc(C)cc2[n+]1CCCS(=O)(=O)[O-])SC	11	-4	18	17	0.8	-0.3	-1	-5	-0.2
CC(=O)Nc1ccc(S(=O)(=O)Nc2nc3ccc(C)cc3s2)cc1	4	11	-19	-22	0.9	-1.1	2	-13	-1.1
COCCOC(=O)c1sc(=S)n(CCOC)c1N	-28	85*	-7	11	0.4	-2.2	-6	46*	0.4
CCN(CC)S(=O)(=O)c1ccc(Cl)c(NC(=O)COc2ccc(OC)cc2[N+](=O)[O-])c1	-21	-19	-10	-5	-0.4	0.8	5	-18	-1.1
c1ccc2c(c1)ncn2CCCCOc1ccc2c(c1)CCC2	70*	-6	-2	19	0.6	-6.8	-6	-11	0.9
COc1ccc(NC(=O)c2sc(N)nc2-c2ccccc2)cc1	10	-13	-4	-12	1.0	-3.5	0	-10	-0.1
CCn1c(SCC(=O)c2ccc(Cl)s2)nnc1-c1cccs1	15	-22	-8	1	1.1	0.5	2	-43	2.0
CC(CCc1ccccc1)NC(=O)CSc1nc(N)cc(N)n1 (centres undefined)	-9	-12	-16	-3	0.5	-0.4	1	-13	-1.5
CCc1ccc(S(=O)(=O)NCCc2csc(-c3cccnc3)n2)s1	34	-12	3	11	0.4	-0.7	-1	-1	4.1
Clc1ccc(C2=Nn3c(Cn4nnc5ccccc54)nnc3SC2)cc1	20	-18	-9	2	-0.3	0.3	-5	-1	1.0

Source: PubChem (several laboratories)
